ERAP1 HTS inh: human ERAP1 aminopeptidase inhibitors, primary screen, biochemical, single point, plate reader; 340,000 compounds, 0.15% hits; recombinant ERAP1, Leu-AMC fluorescence, 60 min; inhibition, % at 10.7 µM; Endoplasmic reticulum aminopeptidase 1 (Homo sapiens), Q9NZ08;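 active means mean replicate inhibition of at least 30%, or all replicates individually reaching that 30% level; inactive means mean below 30% and not every replicate reaching it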;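 further: 0% = neutral control wells and 100% = L-leucinethiol positive control wells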
XiGFP reactiv: activators of inactive X chromosome reactivation, primary screen, imaging, XiGFP fibroblasts, GFP high-content imaging, set 2; XiGFP mouse fibroblasts, % GFP-positive cells imaging, 3 d; cells co-treated with 5-aza-dC sensitizer; scaled so ellipticine positive control = 100%; 360,000 compounds, 0.055% hits; activation, % at 7.58 µM;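 active means mean normalized replicate activation at least 10% and every replicate at or above 10%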;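 further: 0% = median of on-plate neutral control wells and 100% = ellipticine 6 µM median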
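Material: XiGFP fibroblasts, SV40-immortalized. Buffer or medium: DMEM plus 5-aza-dC sensitizer. Compound: single concentration per compound, delivered by pin transfer. Times: 3 days compound exposure. Controls: ellipticine 6 µM.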
S100A4 MyoIIA: inhibitors of S100A4-myosin IIA peptide binding, primary screen, biochemical, fluorescence polarization, TAMRA-MyoIIA peptide; Protein S100-A4 (Homo sapiens), P26447; inhibition, % at 10.7 µM; 360,000 compounds, 0.14% hits; AID 652163, 2013;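 active means mean inhibition of at least 70% across replicates, with every replicate also reaching that level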
Target sequence (P26447 whole entry, looked up): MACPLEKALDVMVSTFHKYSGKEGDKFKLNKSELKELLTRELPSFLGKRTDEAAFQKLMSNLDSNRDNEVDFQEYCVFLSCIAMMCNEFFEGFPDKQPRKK
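Test system – S100A4 monomer (human) · Compound – single-point compound testing · Schedule – 5 min incubation before reading · Probe or stimulus – TAMRA-labelled myosin IIA heavy-chain peptide probe, 5 nM · Benchmarks – neutral control DMSO, positive control TFP · Medium – Calcium-containing HEPES buffer, pH 7.2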
Cneo AK release: Cryptococcus neoformans cell lysis inducers, primary screen, AK release luminescence, single concentration; lysis activity, % at 15 µM; C. neoformans lysis, adenylate kinase release luminescence, 4 h; normalised: neutral wells 0, clomiphene wells 100; 360,000 compounds, 0.2% hits;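 active means mean lysis activity across replicates of at least 80%, whatever share of replicates individually reach that level; inactive means mean lysis activity below 80%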
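read-out = cell lysis signal | test system = log-phase Cryptococcus neoformans yeast cells | input = cells at 5 × 10^6 per mL | medium = fresh YPD growth medium | signal = luminescent adenylate kinase detection reagent | timing = 4 h at 37 °C static, read 1 h later | dosing = single dose | controls = Clomiphene as positive lysis control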
SIRT5 inh: SIRT5 desuccinylase inhibitors, primary screen, biochemical, fluorescence imaging, single point, set 5; NAD-dependent protein deacylase sirtuin-5, mitochondrial (Homo sapiens), Q9NXA8; Purified SirT5, succinyl-peptide AMC, trypsin-coupled fluorescence; inhibition, % at 15 µM; 330,000 compounds, 1.1% hits; AID 652115, 2013; in the data active means inhibition above about 15%
Target sequence (Q9NXA8 whole entry, looked up): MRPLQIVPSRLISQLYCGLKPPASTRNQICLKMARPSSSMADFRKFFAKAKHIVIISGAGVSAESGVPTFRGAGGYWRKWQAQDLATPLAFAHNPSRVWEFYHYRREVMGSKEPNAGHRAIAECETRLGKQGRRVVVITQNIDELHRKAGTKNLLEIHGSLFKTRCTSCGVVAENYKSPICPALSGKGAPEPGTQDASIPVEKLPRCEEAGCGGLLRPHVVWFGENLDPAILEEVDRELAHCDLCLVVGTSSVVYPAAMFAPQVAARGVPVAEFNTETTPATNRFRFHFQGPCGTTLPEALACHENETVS
C2C12 statin: suppressors of statin myotoxicity in C2C12 myotubes, primary screen, cell-based, single point, plate reader. 330,000 compounds, 0.78% hits. rescue of ATP level, % at 7.49 µM. C2C12 myotubes + simvastatin, ATP luminescence, 48 h; scaled: DMSO 0, geranylgeraniol control 100. AID 602340, 2012;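 active means mean ATP rescue above about 67%, or every replicate alone reaching that limit, limit read from the data, passing the limit was not always enough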;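 further: myotubes were challenged with 10 µM simvastatin during compound exposure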
LGR2 inh: inhibitors of bursicon-induced LGR2 CRE-luciferase signal, primary screen, cell-based, HEK293, CRE-luciferase reporter, bursicon stimulation. Drosophila bursicon receptor LGR2 (rickets). bursicon-stimulated, 4 h. inhibition, % at 9.99 µM. 380,000 compounds, 0.35% hits;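 active means drop in luminescence signal, shown as inhibition above about 50% in the replicate tests, limit read from the data, passing the limit was not always enough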;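 further: agonist challenge used bursicon conditioned medium at about half maximal strength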
PGC1a acetyl inh: inhibitors of PGC1a acetylation signal, primary screen, cell-based, U2OS, AlphaScreen, inhibitor mode; AlphaScreen anti-acetyl-lysine; with virally co-expressed GCN5 acetyltransferase; inhibition, % at 15.6 µM; 350,000 compounds, 0.17% hits;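 active means every replicate shows inhibition of at least 40%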;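 further: 0% = neutral control wells and 100% = positive control wells; some results beyond the cut were filed as inactive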
The depositor's hits bear a star; nt = no result given; & = joins results of further samples.

[1] CCC(=O)N1[C@@H]2Cn3c(ccc(-c4cccnc4)c3=O)[C@H]1[C@@H](C(=O)N1CCc3ccccc3C1)[C@@H]2CO
[2] Cc1noc(C)c1S(=O)(=O)Nc1ccc2c(c1)C(=O)N([C@H](C)CO)C[C@H](C)[C@@H](CN(C)CC1CC1)OCCCC[C@@H](C)O2
[3] COc1ccc(C2(c3ccc(OC)cc3)NC(=O)N(CC(=O)NCC(F)(F)F)C2=O)cc1
[4] C/C=C/c1cnc2c(c1)C(=O)N([C@@H](C)CO)C[C@@H](C)[C@@H](CN(C)Cc1ccncc1)O2
[5] COc1ccc(C(=O)Nc2ccc(N3CCCC3)cc2)cc1OC
[6] CCc1nnc(NS(=O)(=O)c2ccc(NC(=S)NC(=O)c3cccs3)cc2)s1
[7] COc1ccc(C(=O)N2CCN(c3ccccn3)CC2)cc1[N+](=O)[O-]
[8] O=[N+]([O-])c1ccccc1/C=N/N1CCN(c2ccncc2S(=O)(=O)N2CCCCC2)CC1

Compound,1,2,3,4,5,6,7,8
ERAP1 HTS inh,0,nt,-2,0,-4,7,-2,nt
XiGFP reactiv,0.2,0.8,0.1,-0.1,-0.1,0.2,0.0,-0.1
S100A4 MyoIIA,5,nt,-6,-2,-10,-12,3,nt
Cneo AK release,-5,2,0,0,1,nt,nt,0
SIRT5 inh,-37,nt,-10,-9,-1,19*,0,nt
C2C12 statin,-18,nt,-7,6,-13,nt,nt,nt
LGR2 inh,1,-11,-6,-13,0,21,-1,4
PGC1a acetyl inh,nt,12,nt,6,nt,4,0,-11

[9] c1ccc(-c2nc3ccccc3nc2-c2ccc(CN3CCC4(CC3)CNc3ccccc34)cc2)cc1
[10] COc1ccc(-n2c(SCC(=O)Nc3ccc(C(N)=O)cc3)nc3ccccc3c2=O)cc1OC
[11] COc1ccc(-n2c(SCC(=O)NCCCN3CCCC3=O)nnc2C(C)N2CCCCC2)cc1 (stereo not drawn)
[12] COc1ccc(CN(C)C[C@@H]2OCCCC[C@H](C)Oc3ccc(NC(=O)c4ccccc4)cc3C(=O)N([C@H](C)CO)C[C@H]2C)cc1
[13] CC(NC(=O)C12CC3CC(C)(CC(C)(C3)C1)C2)c1ccncc1 (stereo not drawn)
[14] Cc1cccc(C)c1NC(=O)C1CCCN1C(=O)OC(C)(C)C (stereo not drawn)
[15] Cn1cccc1C(=O)OCC(=O)Nc1ccc2c(c1)OCO2
[16] CCCCN1CNC(=S)N(CCc2ccc(OCC)c(OCC)c2)C1

Compound,9,10,11,12,13,14,15,16
ERAP1 HTS inh,-3,-4,nt,2,-3,-9,4,1
XiGFP reactiv,0.1,0.1,0.2,0.1,0.0,0.1,0.0,0.2
S100A4 MyoIIA,-8,-6,0,-35,-6,-2,2,0
Cneo AK release,nt,0,nt,-2,1,nt,nt,0
SIRT5 inh,nt,7,-3,-3,nt,1,-1,-5
C2C12 statin,nt,0,nt,nt,32,nt,nt,-4
LGR2 inh,9,24,6,-20,9,-6,-6,2
PGC1a acetyl inh,nt,-16,nt,-2,0,0,2,8

[17] Cc1ccc(/C=C2\SC(=S)N(c3cccnc3)C2=O)cc1
[18] Cc1ccccc1NC(=O)CCC(=O)OCC(=O)c1cccc([N+](=O)[O-])c1
[19] CC(=O)Nc1ccc(NC(=O)CS(=O)(=O)c2cn(CC(=O)N3CCCC3)c3ccccc23)cc1
[20] CO[C@@H]1CN(C)C(=O)c2cc(NC(=O)c3cnccn3)ccc2OC[C@H](C)N(C)C[C@@H]1C
[21] C[C@H](NC(=O)C[C@H]1CC[C@H]2[C@@H](COC[C@H](O)CN2C(=O)Nc2cccc(Cl)c2)O1)c1ccccc1
[22] C#CCN(C[C@H]1[C@H](OC(=O)NCCCCCC)[C@H](OC(=O)NCCCCCC)C[C@H]2C(=O)N(c3ccccc3)C(=O)[C@@H]12)S(=O)(=O)c1ccc(C)cc1
[23] CC(C)(C)Cc1nnc(NC(=O)CCC2CCCCC2)s1
[24] C[C@H]1CN([C@@H](C)CO)C(=O)c2cc(-c3cncnc3)cnc2O[C@@H]1CN(C)Cc1ccncc1

Compound,17,18,19,20,21,22,23,24
ERAP1 HTS inh,-4,-3,-1,1,nt,1,-1,-2
XiGFP reactiv,0.0,0.0,0.0,0.3,0.4,-0.2,nt,-0.9
S100A4 MyoIIA,5,-6,-5,0,nt,-2,-6,8
Cneo AK release,nt,4,1,-1,49,0,10,1
SIRT5 inh,-5,1,1,0,nt,6,4,0
C2C12 statin,nt,-8,-1,-3,-27,-4,-5,2
LGR2 inh,-25,3,-14,-2,-15,-8,4,-1
PGC1a acetyl inh,-13,-1,nt,-5,16,12,5,13

[25] O=C(Cc1ccccn1)NCC[C@H]1CC[C@H](NC(=O)c2ccccc2F)[C@@H](CO)O1
[26] Cc1ccc(N(C)S(=O)(=O)c2ccc(-c3ccc(=O)[nH]n3)s2)cc1C
[27] CCCCCCCCNCCS(=O)(=O)NCc1ccc(OC)cc1
[28] O=C(O)C[C@@H]1C[C@H]2c3cc(NS(=O)(=O)c4ccccc4)ccc3O[C@H]2[C@@H](CO)O1
[29] Cc1nn(-c2ccccc2)c(C)c1/C=C/C(=O)OC(C)C(N)=O (stereo not drawn)
[30] COCCN(C(=O)CSCC(=O)Nc1cccc(C)c1)c1c(N)n(Cc2ccccc2)c(=O)[nH]c1=O
[31] C[C@H]1CCCCO[C@H](CN(C)C(=O)Nc2ccc(C(F)(F)F)cc2)[C@@H](C)CN([C@@H](C)CO)C(=O)c2cc(NC(=O)Nc3ccccc3)ccc2O1
[32] COc1ccc(CN(C)C[C@H]2Oc3c(NC(=O)C4CCCCC4)cccc3C(=O)N([C@H](C)CO)C[C@@H]2C)cc1

Compound,25,26,27,28,29,30,31,32
ERAP1 HTS inh,11,3,4,-1,3,0,-1,11
XiGFP reactiv,0.4,0.2,-0.1,0.2,0.0,0.1,0.4,0.2
S100A4 MyoIIA,3,0,-9,8,0,2,-12,9
Cneo AK release,25,0,1,8,-3,nt,1,-4
SIRT5 inh,0,4,-1,-2,0,-2,5,5
C2C12 statin,1,-5,-1,4,nt,19,nt,-4
LGR2 inh,-9,10,4,-9,-48,2,2,-6
PGC1a acetyl inh,3,nt,nt,1,-6,10,8,-24

In a second layout: 10 of the compounds above
Values run as follows: ERAP1 HTS inh | XiGFP reactiv | S100A4 MyoIIA | Cneo AK release | SIRT5 inh | C2C12 statin | LGR2 inh | PGC1a acetyl inh
23	CC(C)(C)Cc1nnc(NC(=O)CCC2CCCCC2)s1
→ -1 | nt | -6 | 10 | 4 | -5 | 4 | 5
24	C[C@H]1CN([C@@H](C)CO)C(=O)c2cc(-c3cncnc3)cnc2O[C@@H]1CN(C)Cc1ccncc1
→ -2 | -0.9 | 8 | 1 | 0 | 2 | -1 | 13
25	O=C(Cc1ccccn1)NCC[C@H]1CC[C@H](NC(=O)c2ccccc2F)[C@@H](CO)O1
→ 11 | 0.4 | 3 | 25 | 0 | 1 | -9 | 3
26	Cc1ccc(N(C)S(=O)(=O)c2ccc(-c3ccc(=O)[nH]n3)s2)cc1C
→ 3 | 0.2 | 0 | 0 | 4 | -5 | 10 | nt
27	CCCCCCCCNCCS(=O)(=O)NCc1ccc(OC)cc1
→ 4 | -0.1 | -9 | 1 | -1 | -1 | 4 | nt
28	O=C(O)C[C@@H]1C[C@H]2c3cc(NS(=O)(=O)c4ccccc4)ccc3O[C@H]2[C@@H](CO)O1
→ -1 | 0.2 | 8 | 8 | -2 | 4 | -9 | 1
29	Cc1nn(-c2ccccc2)c(C)c1/C=C/C(=O)OC(C)C(N)=O (stereo not drawn)
→ 3 | 0.0 | 0 | -3 | 0 | nt | -48 | -6
30	COCCN(C(=O)CSCC(=O)Nc1cccc(C)c1)c1c(N)n(Cc2ccccc2)c(=O)[nH]c1=O
→ 0 | 0.1 | 2 | nt | -2 | 19 | 2 | 10
31	C[C@H]1CCCCO[C@H](CN(C)C(=O)Nc2ccc(C(F)(F)F)cc2)[C@@H](C)CN([C@@H](C)CO)C(=O)c2cc(NC(=O)Nc3ccccc3)ccc2O1
→ -1 | 0.4 | -12 | 1 | 5 | nt | 2 | 8
32	COc1ccc(CN(C)C[C@H]2Oc3c(NC(=O)C4CCCCC4)cccc3C(=O)N([C@H](C)CO)C[C@@H]2C)cc1
→ 11 | 0.2 | 9 | -4 | 5 | -4 | -6 | -24

Additional records
[33] O=C(NNC(=O)NC1CCCCC1)NC1CCCCC1
[34] Cc1noc(C)c1S(=O)(=O)Nc1ccc2c(c1)C(=O)N([C@H](C)CO)C[C@@H](C)[C@@H](CN(C)Cc1ccc3c(c1)OCO3)O2
[35] CCCNC(=O)N1CC2(CCN(C(=O)C3CCOCC3)CC2)c2c([nH]c3cc(OC)ccc23)[C@H]1CO
[36] C[C@@H]1CN([C@H](C)CO)C(=O)c2cc(-c3ccc(F)cc3)cnc2O[C@@H]1CN(C)C(=O)c1ccc(F)cc1
[37] CCCNC(=O)C[C@@H]1CC[C@@H]2[C@H](COc3ccc(NC(=O)c4cc(F)cc(F)c4)cc3C(=O)N2C)O1
[38] O=C(NCc1ccccn1)Nc1cccc(F)c1
[39] OC[C@@H]1[C@@H](c2ccc(Br)cc2)[C@@H]2CN(Cc3ccccn3)CCCCN12
[40] Cc1ccc(NCC(=O)Nc2ccc(F)c(Cl)c2)cc1S(=O)(=O)N1CCOCC1

Compound,33,34,35,36,37,38,39,40
ERAP1 HTS inh,3,0,0,-1,nt,-2,1,-5
XiGFP reactiv,0.3,-0.3&-0.1,0.0,0.3,0.3,0.1,0.3,0.0
S100A4 MyoIIA,-4,-1,-4,6,nt,-9,7,-2
Cneo AK release,nt,0,nt,15,-2,3,-11,0
SIRT5 inh,-4,3,0,0,nt,0,-2,-4
C2C12 statin,nt,5,nt,0,-14,-5,-24,0
LGR2 inh,-6,0&-12,-5,-5,2,-14,-11,nt
PGC1a acetyl inh,nt,0,-1,7,-2,nt,-3,1

[41] CCCN1C[C@@H](C)[C@H](OC)CN(C)C(=O)c2ccc(NC(=O)Nc3c(C)noc3C)cc2OC[C@@H]1C
[42] O=C(COc1ccc2c3c(c(=O)oc2c1)CCC3)N1CCCCC1
[43] CC1CCCCC12NC(=O)N(CC(=O)N1CCN(C(=O)c3cccs3)CC1)C2=O (stereo not drawn)
[44] CNC(=S)N(CCc1c(C)[nH]c2ccccc12)Cc1cccnc1
[45] Cc1csc(NC(=O)c2cc(=O)[nH]c3ccc(S(=O)(=O)N4CCOCC4)cc23)n1

Compound,41,42,43,44,45
ERAP1 HTS inh,3,2,0,4,-53
XiGFP reactiv,-0.1,0.2,0.1,0.0,0.0
S100A4 MyoIIA,3,-3,-8,0,0
Cneo AK release,1,-5,0,-1,0
SIRT5 inh,4,-2,0,4,-6
C2C12 statin,17,-9,0,-6,-2
LGR2 inh,-1,-27,8,-1,3
PGC1a acetyl inh,-1,nt,-1,1,2

This is a subset. The share of hits here may be higher or lower than overall.
